Compound activity (PubChem)
M. tuberculosis: growth inhibition of non-replicating M. tuberculosis (AID 488890); Mycobacterium tuberculosis non-replicating, growth inhibition; higher % means a stronger effect; inhibition, % at 25 µM, or IC50 in µM where a hit was titrated; 0.39% of 320,000 active; in the data active = a potency from the dose series; inconclusive = inhibition mostly from about 82% at the one dose, without a potency; inactive = the rest, 99 in 100 with inhibition below about 76%;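 also: plate controls were DMSO cells for no effect and high antibiotic wells for full effect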
M. tuberculosis HTS: M. tuberculosis growth inhibition, HTS (AID 449762). M. tuberculosis H37Rv growth inhibition, 7H9 media; higher % means a stronger effect. one-dose inhibition, % at 25 µM; IC50 in µM for titrated hits. 0.59% of 330,000 active; in the data active = a potency from the dose series; inconclusive = inhibition above about 70% without an active follow-up result;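 also: bacterial growth assessed after seven days of incubation; strong numbers were not always called active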
PhoP GFP inhibition: PhoP regulon inhibitors, Salmonella typhi PhoP promoter GFP reporter, confirmatory (AID 1850) | 0.33% of 310,000 active | Salmonella Typhi PhoP-promoter GFP reporter, fluorescence, 4 h; higher % means a stronger effect | inhibition, % at 50 µM; hits with a dose series show IC50 in µM; in the data active = a potency from the dose series; inconclusive = inhibition mostly from about 25% at the one dose, without a potency; inactive = the rest, 99 in 100 with inhibition below about 19%;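 also: 0% = induced wells with vehicle and 100% = uninduced wells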
influenza NS1A: H1N1 influenza NS1A inhibitors, functional cell based assay (AID 504329); NS1A functional cell-based assay, percent inhibition; higher % means a stronger effect; one-dose inhibition, % at 12.5 µM; IC50 in µM for titrated hits; 0.3% of 340,000 active; in the data active = a potency from the dose series; inconclusive = inhibition above about 27% without an active follow-up result; also: strong numbers were not always called active
inhibitors of VEEV: inhibitors of VEEV TC-83 cytopathic effect, confirmation, Vero cells (AID 588727) | Vero cells, VEEV TC-83 cytopathic effect inhibition; higher % means a stronger effect | one-dose inhibition, % at 20 µM; IC50 in µM for titrated hits | 0.13% of 350,000 active; in the data active = a potency from the dose series; inconclusive = inhibition mostly from about 14% at the one dose, without a potency; inactive = the rest, 99 in 100 with inhibition below about 12%; also: strong numbers were not always called active
Active calls of the source: *.

Screening CCn1cc(S(=O)(=O)c2ccccc2)c(=O)c2cc(F)c(N3CCN(C)CC3)cc21 returned M. tuberculosis 2.4%, M. tuberculosis HTS 7.0%, PhoP GFP inhibition 15.9%, influenza NS1A -1.6% and inhibitors of VEEV 2.6%.
Screening O=C(Nc1cccnc1)c1cc(Br)c(Br)s1 returned M. tuberculosis 18.8%, M. tuberculosis HTS 9.6%, PhoP GFP inhibition 19.1µM*, influenza NS1A -2.6% and inhibitors of VEEV 9.1%.
For CCOC(=O)C1CCN(c2c(NCc3ccc(C(=O)NCCC(C)C)cc3)c(=O)c2=O)CC1 the results were M. tuberculosis 6.8%, M. tuberculosis HTS -4.3%, PhoP GFP inhibition 14.6%, influenza NS1A 2.8% and inhibitors of VEEV 2.4%.
`Cc1ccc(C(=O)N2c3ccccc3CC2C)o1` (stereo unspecified) gave M. tuberculosis 4.3%, M. tuberculosis HTS 5.9%, PhoP GFP inhibition -14.5%, influenza NS1A 1.0% and inhibitors of VEEV 0.2%.
`COc1ccccc1Nc1nnc(SCc2nnc(-c3cc(OC)c(OC)c(OC)c3)o2)s1` gave M. tuberculosis 24.0%, M. tuberculosis HTS -7.4%, PhoP GFP inhibition 8.0%, influenza NS1A 1.1% and inhibitors of VEEV 9.9%.
CCOC(=O)Cn1cnc(C)c1 was read as influenza NS1A 1.8% and inhibitors of VEEV 0.7%.
Screening N#CC1=C(N)Oc2c(ccc3cccnc23)C1c1ccccc1 (stereo unspecified) returned M. tuberculosis inactive, M. tuberculosis HTS 8.8%, PhoP GFP inhibition 0.4%, influenza NS1A 25.4% and inhibitors of VEEV inactive.
Screening Cc1cc(C(F)(F)F)n2nc(-c3cccs3)cc2n1 returned M. tuberculosis 10.9%, M. tuberculosis HTS 0.2%, PhoP GFP inhibition -6.6%, influenza NS1A -22.8% and inhibitors of VEEV 0.4%.
`Cc1cc(=O)[nH]c(SCC(=O)NCc2ccc3c(c2)OCO3)n1` gave M. tuberculosis -3.2%, M. tuberculosis HTS -2.7%, PhoP GFP inhibition 2.3%, influenza NS1A 0.4% and inhibitors of VEEV inactive.
For Cc1nnc(SCC(=O)N2N=C(c3ccc(Cl)cc3)CC2c2ccco2)[nH]c1=O (stereo unspecified) the results were M. tuberculosis 47.6%, M. tuberculosis HTS -1.6%, PhoP GFP inhibition 2.4%, influenza NS1A 4.9% and inhibitors of VEEV 0.4%.
COCCn1c(=N)c(C(=O)NCCc2ccccc2)cc2c(=O)n3cccc(C)c3nc21 was read as M. tuberculosis 11.5%, M. tuberculosis HTS 3.8%, PhoP GFP inhibition -2.3%, influenza NS1A 3.9% and inhibitors of VEEV 11.7%.
`COc1ccccc1C(=O)Nc1ccnn1C1CCN(Cc2cn(C)c3ccccc23)CC1` gave M. tuberculosis 46.6%, M. tuberculosis HTS -0.4%, PhoP GFP inhibition 3.0%, influenza NS1A 3.8% and inhibitors of VEEV inactive.
Screening Cc1cc(OCCCn2ccnc2)ccc1C(C)C returned M. tuberculosis 9.17µM*, M. tuberculosis HTS 2.9%, PhoP GFP inhibition -3.8%, influenza NS1A 9.6% and inhibitors of VEEV 0.1%.
For Nc1ccc(CC2SC(=O)NC2=O)cc1 (stereo unspecified) the results were M. tuberculosis -6.3%, M. tuberculosis HTS -2.9%, PhoP GFP inhibition 4.0%, influenza NS1A 0.9% and inhibitors of VEEV 0.4%.
CCC(=O)NCCN1CCN(C(=O)CC)CC1 was read as M. tuberculosis -12.4%, M. tuberculosis HTS -2.9%, PhoP GFP inhibition 5.2%, influenza NS1A 20.0% and inhibitors of VEEV 1.1%.

Reprinted from the part before: 4 compounds, followed by the next part.
`COc1ccccc1C(=O)Nc1ccnn1C1CCN(Cc2cn(C)c3ccccc23)CC1` gave M. tuberculosis 46.6%, M. tuberculosis HTS -0.4%, PhoP GFP inhibition 3.0%, influenza NS1A 3.8% and inhibitors of VEEV inactive.
Screening Cc1cc(OCCCn2ccnc2)ccc1C(C)C returned M. tuberculosis 9.17µM*, M. tuberculosis HTS 2.9%, PhoP GFP inhibition -3.8%, influenza NS1A 9.6% and inhibitors of VEEV 0.1%.
For Nc1ccc(CC2SC(=O)NC2=O)cc1 (stereo unspecified) the results were M. tuberculosis -6.3%, M. tuberculosis HTS -2.9%, PhoP GFP inhibition 4.0%, influenza NS1A 0.9% and inhibitors of VEEV 0.4%.
CCC(=O)NCCN1CCN(C(=O)CC)CC1 was read as M. tuberculosis -12.4%, M. tuberculosis HTS -2.9%, PhoP GFP inhibition 5.2%, influenza NS1A 20.0% and inhibitors of VEEV 1.1%.
For C/C(=N\NC(N)=O)c1ccccc1 the results were M. tuberculosis -2.0%, M. tuberculosis HTS -2.1%, PhoP GFP inhibition 6.3%, influenza NS1A 1.3% and inhibitors of VEEV 1.3%.
Screening Cc1ccc(/C=C(\NC(=O)c2ccccc2)C(=O)OCc2ccccc2)cc1 returned M. tuberculosis -10.4%, M. tuberculosis HTS -0.5%, PhoP GFP inhibition -5.9%, influenza NS1A -9.7% and inhibitors of VEEV 2.5%.
`O=C(Cc1ccccc1)Nc1nccs1` gave M. tuberculosis -3.6%, M. tuberculosis HTS -6.2%, PhoP GFP inhibition -0.6%, influenza NS1A -8.5% and inhibitors of VEEV 0.7%.
`CC(=O)O[C@@]12CO[C@@H]1C[C@H](O)[C@@]1(C)C(=O)[C@H](O)C3=C(C)[C@@H](O)C[C@@](O)([C@@H](OC(=O)c4ccccc4)C12)C3(C)C` (stereo partly specified) gave M. tuberculosis 7.9%, M. tuberculosis HTS -3.7%, PhoP GFP inhibition 7.4%, influenza NS1A -3.0% and inhibitors of VEEV 0.6%.
For C/C(=N/NC(=O)CN1CCN(S(=O)(=O)c2ccc(Br)cc2)CC1)c1ccncc1 the results were M. tuberculosis -2.8%, M. tuberculosis HTS -7.4%, PhoP GFP inhibition -11.9%, influenza NS1A 20.4% and inhibitors of VEEV inactive.
COc1ccc(Cl)cc1N(CC(=O)NCC(C)C)S(=O)(=O)c1ccc(C)c([N+](=O)[O-])c1 was read as M. tuberculosis -5.2%, M. tuberculosis HTS -1.5%, PhoP GFP inhibition -9.7%, influenza NS1A -2.0% and inhibitors of VEEV 1.0%.
For Cc1ccc(N=CC=C2OC(C)(C)C(C)(C)O2)c(C)c1 the results were M. tuberculosis 29.5%, M. tuberculosis HTS 2.5%, PhoP GFP inhibition -1.0%, influenza NS1A -2.3% and inhibitors of VEEV 1.9%.
Screening C=CCNc1nc(NCCO)nc(N2CCCC2)n1 returned M. tuberculosis 3.8%, M. tuberculosis HTS -1.0%, PhoP GFP inhibition -7.5%, influenza NS1A 0.9% and inhibitors of VEEV 8.6%.
For Cc1ccnc2nc(C(=O)NCc3cccs3)nn12 the results were M. tuberculosis 1.5%, M. tuberculosis HTS -4.2%, PhoP GFP inhibition 5.8%, influenza NS1A 1.1% and inhibitors of VEEV 0.8%.
CSc1nsc(SCC(=O)Nc2ccc3c(c2)OCCO3)n1 was read as M. tuberculosis inconclusive, M. tuberculosis HTS inconclusive, PhoP GFP inhibition 8.6%, influenza NS1A -1.0% and inhibitors of VEEV 7.3%.
COc1cccc(C2/C(=C(\O)c3ccc(OC)c(OC)c3)C(=O)C(=O)N2c2cc(C)on2)c1 (stereo unspecified) was read as M. tuberculosis 12.4%, M. tuberculosis HTS 0.5%, PhoP GFP inhibition 5.7%, influenza NS1A -9.1% and inhibitors of VEEV 1.5%.
`Cc1cc(C)cc(NC(=O)Cn2cc3c(n2)CCCCC3)c1` gave M. tuberculosis 10.1%, M. tuberculosis HTS -6.4% and PhoP GFP inhibition -6.5%.
For CCC1(CC)C(=O)C=CNC1=O the results were M. tuberculosis -10.4%, M. tuberculosis HTS -1.6%, PhoP GFP inhibition -3.8%, influenza NS1A 2.6% and inhibitors of VEEV inactive.
For O=C(O)CCCN1C(=O)C2C3CC(C2C1=O)C1C(c2ccccc2)c2sc(=O)[nH]c2SC31 (stereo unspecified) the results were M. tuberculosis -28.4%, M. tuberculosis HTS -2.5%, PhoP GFP inhibition 1.7%, influenza NS1A -2.6% and inhibitors of VEEV 0.2%.
For CCc1ccc(NC(=O)CSc2nnc(-c3ccccn3)n2C)cc1 the results were M. tuberculosis 76.6%, M. tuberculosis HTS inconclusive, PhoP GFP inhibition -4.0%, influenza NS1A -7.8% and inhibitors of VEEV inactive.
Screening Cc1c(OCC(=O)N[C@@H](Cc2ccccc2)C(=O)O)ccc2c1oc(=O)c1ccccc12 returned M. tuberculosis -12.3%, M. tuberculosis HTS -2.8%, PhoP GFP inhibition 1.7%, influenza NS1A -5.7% and inhibitors of VEEV 1.1%.
O=C(O)CCSCC(=O)c1ccc2c(c1)OCCO2 was read as M. tuberculosis -6.0%, M. tuberculosis HTS -4.4%, PhoP GFP inhibition -7.1%, influenza NS1A -2.3% and inhibitors of VEEV inactive.
For CCOc1ccc(N2C(=O)CC(N(O)c3ccccc3)C2=O)cc1 (stereo unspecified) the results were M. tuberculosis 41.3%, M. tuberculosis HTS inconclusive, PhoP GFP inhibition 8.9%, influenza NS1A 3.1% and inhibitors of VEEV 1.6%.
c1ccc(-n2nnnc2CN2CCOCC2)cc1 was read as M. tuberculosis 12.8%, M. tuberculosis HTS -2.1%, PhoP GFP inhibition -5.8%, influenza NS1A -0.9% and inhibitors of VEEV inactive.
For COc1ccc(/C=C/C(=O)NCCCN2CCCCCC2)cc1 the results were M. tuberculosis 12.0%, M. tuberculosis HTS -4.0%, PhoP GFP inhibition 6.1%, influenza NS1A 6.5% and inhibitors of VEEV 0.4%.
`O=C(CCc1ccccc1)Nc1nnc(-c2cccs2)o1` gave M. tuberculosis HTS 1.1%, PhoP GFP inhibition 7.2%, influenza NS1A -11.0% and inhibitors of VEEV 1.0%.
Screening CC(C)c1ccccc1NC(=O)COC(=O)CNC(=O)c1ccc(Br)cc1 returned M. tuberculosis 3.5%, M. tuberculosis HTS 8.8%, PhoP GFP inhibition -7.3%, influenza NS1A -8.3% and inhibitors of VEEV 0.1%.
O=C(c1cccc(C(F)(F)F)c1)N1CCN(C2CCCCC2)CC1 was read as M. tuberculosis 2.4%, M. tuberculosis HTS 6.4%, PhoP GFP inhibition 3.4%, influenza NS1A 11.3% and inhibitors of VEEV 3.8%.
COCCNC(C(=O)Nc1cc(Cl)cc(Cl)c1)c1ccccc1 (stereo unspecified) was read as M. tuberculosis 2.6%, M. tuberculosis HTS -0.7%, PhoP GFP inhibition -5.2%, influenza NS1A 0.4% and inhibitors of VEEV 2.2%.
Screening O=C(O)CCNC(=S)Nc1cccc(F)c1 returned M. tuberculosis -7.2%, M. tuberculosis HTS 2.9%, PhoP GFP inhibition -7.9%, influenza NS1A -18.8% and inhibitors of VEEV 2.2%.
For CCc1ccc(C2C(C#N)=C(N)SC(N)=C2C#N)cc1 the results were M. tuberculosis 21.6%, M. tuberculosis HTS -2.5%, PhoP GFP inhibition 3.5%, influenza NS1A -1.1% and inhibitors of VEEV inactive.
For COC1CCCN(C(=O)c2ccc(OC3CCN(CCc4ccccc4)CC3)cc2)C1 (stereo unspecified) the results were M. tuberculosis 2.6%, M. tuberculosis HTS -7.3%, PhoP GFP inhibition -4.0%, influenza NS1A 0.3% and inhibitors of VEEV 1.2%.
O=C(O)C1CC=CCC1C(=O)NCc1ccccc1 (stereo unspecified) was read as M. tuberculosis -7.8%, M. tuberculosis HTS -12.4%, PhoP GFP inhibition 2.9%, influenza NS1A 3.2% and inhibitors of VEEV 2.4%.
For COc1ccc(S(=O)(=O)N2CCSC2C)cc1C (stereo unspecified) the results were M. tuberculosis 3.2%, M. tuberculosis HTS 4.8%, PhoP GFP inhibition 1.3%, influenza NS1A -10.0% and inhibitors of VEEV 0.3%.
For Cc1cc(C(=O)NNS(=O)(=O)c2cc(C(=O)O)ccc2Cl)c(C)n1-c1ccccc1 the results were M. tuberculosis 25.7%, M. tuberculosis HTS 7.3%, influenza NS1A -1.4% and inhibitors of VEEV 0.3%.
Screening O=C(Nc1ccc2c(c1)OCCO2)c1ccc(Br)s1 returned M. tuberculosis 70.3%, M. tuberculosis HTS -2.6%, PhoP GFP inhibition -7.1%, influenza NS1A 0.7% and inhibitors of VEEV 0.9%.
For CCCNC(=O)Nc1ccsc1C(=O)OC the results were M. tuberculosis -2.4%, M. tuberculosis HTS -2.2%, PhoP GFP inhibition -1.9%, influenza NS1A 1.4% and inhibitors of VEEV 0.0%.
For OC(CNCc1ccc(F)cc1)(c1ccc(F)cc1)c1ccc(F)cc1 the results were M. tuberculosis 17.3%, M. tuberculosis HTS -14.6%, PhoP GFP inhibition 6.0%, influenza NS1A -0.1% and inhibitors of VEEV inactive.
`CCOC(=O)c1c(-c2ccco2)csc1NC(=O)COC(=O)c1cnc(C)cn1` gave M. tuberculosis 3.4%, M. tuberculosis HTS 4.2%, PhoP GFP inhibition -0.3%, influenza NS1A -2.3% and inhibitors of VEEV 1.1%.

No enrichment for hits; about 1.6% have a hit in one of these screens.
